Source: PubChem (National Center for Advancing Translational Sciences (NCATS))
Rhodamine fluor = compound autofluorescence in rhodamine spectral region; Rhodamine-region fluorescence, 547/598 nm, Tris buffer; active compounds read high; max dye-equivalent concentration, M; 0.05% of 59,000 active; in the data active = max dye-equivalent concentration above about 11 nM; inconclusive = between about 1.1 nM and that limit
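Compound fluorescence in 100 mM Tris, pH 8.0, read after 15 min at room temperature with 547 nm excitation and 598 nm emission. Output is dye-equivalent concentration from an on-plate rhodamine standard series.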
HEK293 cAMP ctrl = raises cAMP in parental HEK293 cells, TSHR agonist counter-screen; AID 938; parental HEK293 CNG cAMP sensor, membrane potential fluorescence; 2.5% of 73,000 active; Potency, µM (titrated, usually from 57.1 µM), for the others: at the highest dose activation, usual class: activators; also: potency is read from the fitted curve at half-maximal effect; % of control where 0% means no effect; nearly all actives have a fitted effect of over 55% in size
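Parental HEK 293 cells stably expressing a cAMP-gated CNG channel were loaded with membrane potential dye containing 100 uM RO 20-1724 for 60 min. Compound added for 30 min; depolarization read as fluorescence intensity at 590 nm.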
USP2a inh = USP2a (human) protease inhibition. Potency, µM (top dose mostly 38.3 µM), without a hit: at the highest dose activity change, negative = inhibition, actives largely listed as inhibitors. O75604. USP2a enzymatic assay, qHTS inhibition. 0.1% of 60,000 active;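 also: potency is read from the fitted curve at half-maximal effect; nearly all actives have a fitted effect of over 60% in size; plate controls were DMSO for no effect and NEM full inhibition control for full effect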
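USP2 core (20nM final) preincubated 30 min RT with compound, then Ub-PLA2 20nM and NBD C6-HPC 20uM final added; buffer 20mM Tris-HCl pH 8.0, 2mM CaCl2. Fluorescence Ex 460/Em 535 read at 0 and 2.5 h; normalized to NEM.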
Pol III holo inh = inhibitors of bacterial DNA polymerase III holoenzyme. Potency, µM (series often up to 57.1 µM), for the others: at the highest dose activity change, negative = inhibition. 0.25% of 71,000 active. reconstituted DNA polymerase III holoenzyme replication, biochemical; also: potency is read from the fitted curve at half-maximal effect; % is scaled to controls: 0 for no effect and ±100 for the full control effect
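Reconstituted *E. coli* holoenzyme (0.35 nM Pol III, 1 nM beta, 154 nM SSB, 2 nM primase) was preincubated with compound for 15 min at RT. Synthesis on 1.4 nM ssM13Gori ran 35 min, then was stopped with PicoGreen/EDTA and read as dsDNA fluorescence.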
HADH2 inhib = HADH2 (human) dehydrogenase inhibition; Potency, µM (titrated, usually from 57.1 µM), for inactives: at the top dose activity change, negative = inhibition, usual class: inhibitors; 3.4% of 73,000 active; recombinant HADH2, NADH fluorescence, beta-hydroxybutyryl-CoA; Q99714; also: potency is read from the fitted curve at half-maximal effect; % is scaled to controls: 0 for no effect and ±100 for the full control effect; nearly all actives have a fitted effect of over 60% in size; many of its hits are not listed in these tables
Target sequence (Q99714 whole entry, looked up, one chain of several): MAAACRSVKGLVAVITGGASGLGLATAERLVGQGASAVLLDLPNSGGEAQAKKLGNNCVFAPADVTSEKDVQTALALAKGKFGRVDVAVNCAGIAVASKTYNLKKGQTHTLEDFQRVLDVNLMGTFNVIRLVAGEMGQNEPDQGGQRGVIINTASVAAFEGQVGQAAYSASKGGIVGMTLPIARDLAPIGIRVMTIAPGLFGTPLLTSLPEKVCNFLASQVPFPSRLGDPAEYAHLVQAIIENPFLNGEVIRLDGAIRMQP
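Buffer 100 mM Tris-HCl pH 9.0/0.01% Tween-20; HADH2 20 nM; NAD+ 1 mM; beta-hydroxybutyryl-CoA 90 uM (all final). 15 min cpd preincubation, RT.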
Tau fil binding = binders of human tau filaments; Potency, µM (top dose mostly 57.1 µM), for the others: at the highest dose activity change, negative = inhibition; 2% of 71,000 active; recombinant tau filaments, thioflavin S fluorescence, 15 h; filaments grown with octadecylsulfate alongside compound;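 also: potency is read from the fitted curve at half-maximal effect; % is scaled to controls: 0 for no effect and ±100 for the full control effect; actives lower thioflavin S fluorescence by blocking filaments or displacing dye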
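Assay mix: 1 uM His-tagged tau, 30 uM sodium octadecylsulfate, thioflavine S dye in HEPES/NaCl/DTT buffer. Compound is added prior to the inducer. Fluorescence after 15 h at 37 C.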
15-hLO inh = blocks human 15-lipoxygenase activity | 1.4% of 74,000 active | purified 15hLO-1, xylenol orange hydroperoxide absorbance | P16050 | Potency, µM (doses to about 57.1 µM), for inactives: at the highest dose activity change, negative = inhibition, usual class: inhibitors; also: potency is read from the fitted curve at half-maximal effect; % is scaled to controls: 0 for no effect and ±100 for the full control effect; nearly all actives have a fitted effect of over 55% in size
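Readout: Fe(III)-xylenol orange absorbance, 573-to-405 nm ratio as reaction progress. Enzyme 40 nM purified human 15hLO-1, substrate 50 uM arachidonic acid, 6 min RT after 15 min compound preincubation; Hepes pH 7.5 buffer with Triton X-100.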
BRCT inh red = inhibitors of human BRCA1 BRCT-phosphoprotein interaction (red fluorophore); BRCT-phosphopeptide binding, red fluorescence polarization; Potency, µM (series often up to 76.9 µM), without a hit: at the highest dose activity change, negative = inhibition, hits mostly inhibitors; 0.03% of 75,000 active; AID 892; also: % is scaled to controls: 0 for no effect and ±100 for the full control effect
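Fluorescence polarization: 100 nM His-tagged BRCA1 BRCT with 100 nM TAMRA-labelled phospho-BACH1 decapeptide, phosphate buffer pH 7.3 with 150 mM NaCl, DTT, 0.01% Tween 20; 12 min RT. Binding inhibition seen as FP decrease.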
Caspase-1 inhib = caspase-1 (human) inhibition, allosteric or competitive | AID 900 | Potency, µM (series often up to 57.5 µM), for inactives: at the top dose activity change, negative = inhibition, most hits filed as inhibitors | Caspase-1 enzyme, Ac-WEHD-AFC fluorogenic rate | 0.03% of 75,000 active;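 also: potency is read from the fitted curve at half-maximal effect; plate controls were vehicle for no effect and no substrate for full effect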
Target sequence (P29466 120-297 limits assumed): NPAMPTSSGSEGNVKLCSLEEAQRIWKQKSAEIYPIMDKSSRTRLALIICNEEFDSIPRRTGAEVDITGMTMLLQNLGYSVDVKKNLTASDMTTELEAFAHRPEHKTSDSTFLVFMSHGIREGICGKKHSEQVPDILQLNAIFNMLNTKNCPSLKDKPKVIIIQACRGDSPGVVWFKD
Target sequence (P29466 317-404 limits assumed): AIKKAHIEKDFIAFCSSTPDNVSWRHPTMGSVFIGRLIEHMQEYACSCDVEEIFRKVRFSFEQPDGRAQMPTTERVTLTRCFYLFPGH
BRCT inh green = blocks human BRCA1 BRCT binding to phosphopeptide, green readout; P38398; Potency, µM (top dose mostly 76.9 µM), for the others: at the top dose activity change, negative = inhibition, usual class: inhibitors; 0.05% of 75,000 active; BRCA1 BRCT-phosphopeptide binding, green fluorescence polarization;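 also: potency is read from the fitted curve at half-maximal effect; plate controls were peptide without protein for full effect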
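Fluorescence polarization: His-tagged BRCT (~35 kDa BRCA1 C-terminus, 250 nM) bound to 100 nM fluorescein-labeled phosphorylated 10-aa BACH1 peptide, pH 7.3 phosphate buffer with DTT and Tween 20. Compounds incubated 12 min at room temperature; inhibition read as lowered polarization.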
Casp7 inh = blocks human caspase-7 allosterically or competitively | Potency, µM (series often up to 57.5 µM), inactives show at the top dose activity change, negative = inhibition, hits mostly inhibitors | AID 889 | P55210 | recombinant caspase-7, Ac-DEVD-AFC fluorescence rate | 0.02% of 75,000 active; active = well fitted inhibition curve with a large enough effect in the main read-out, with a control signal flat, not every such curve was filed as active; inconclusive = small, poorly fitted or top-dose-only effect, or a change in a side signal; also: potency is read from the fitted curve at half-maximal effect; % of control where 0% means no effect
Target sequence (P55210 24-198 limits assumed): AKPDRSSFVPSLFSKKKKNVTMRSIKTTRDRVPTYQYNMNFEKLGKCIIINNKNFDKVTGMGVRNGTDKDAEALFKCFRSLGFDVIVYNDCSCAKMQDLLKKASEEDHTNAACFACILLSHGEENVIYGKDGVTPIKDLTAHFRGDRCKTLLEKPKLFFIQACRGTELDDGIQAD
Target sequence (P55210 207-303 limits assumed): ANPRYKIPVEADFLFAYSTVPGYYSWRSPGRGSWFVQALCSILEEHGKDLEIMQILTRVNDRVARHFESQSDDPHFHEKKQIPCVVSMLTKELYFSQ
An asterisk follows results filed as active; i = inactive; ? = inconclusive; / = not tested or not shown; [ ] = another dose, or the depositor's remark. Unless noted, calls follow the shape of the dose curve; as a rule, active = well fitted curve in the direction sought with a large enough effect; inconclusive = small, poorly fitted or top-dose-only effect, or another doubt; inactive = no such curve, though single readings can be large; an effect the other way counts as inactive or inconclusive. Not all compounds are listed (hit frequency here may not be typical).

SMILES	Rhodamine fluor	HEK293 cAMP ctrl	USP2a inh	Pol III holo inh	HADH2 inhib	Tau fil binding	15-hLO inh	BRCT inh red	Caspase-1 inhib	BRCT inh green	Casp7 inh
CCS(=O)(=O)N1CCN(C(=O)CCC2CCCC2)CC1	i	1%	-6%	5%	-2%	-4%	9%	0.2%	4%	-3.1%	-1%
Cc1ccc2cc(CN(Cc3ccco3)C(=O)C3CCCCC3)c(=O)[nH]c2c1C	i	20µM*	8%	0%	11%	0%	0%	-0.5%	2%	-0.5%	-1%
O=C(O)CCCC(=O)Nc1nc2n(n1)C(c1ccc(F)cc1)CC(c1ccc(Cl)cc1)N2 (stereo not drawn)	i	?	11%	-2%	-6%	0%	12%	0.0%	-4%	0.6%	-6%
O=C(O)[C@@H]1CCCNC1	i	8%[25.6 µM]	9%[17.1 µM]	2%[25.6 µM]	-6%[25.6 µM]	-4%[25.6 µM]	-1%[25.6 µM]	-0.6%[34.4 µM]	4%[25.7 µM]	-0.4%[34.4 µM]	1%[25.7 µM]
CCOc1ccc(OCC)c(NC(=O)CSCC(=O)O)c1	i	-10%	2%	-12%	9%	11%	-15%	1.2%	-1%	-1.9%	0%
[O-]/[N+](=C\c1ccccc1)[C@@H]1CCCC[C@@H]1/[N+]([O-])=C/c1ccccc1	i	2%	4%	3%	-4%	7%	4%	0.8%	-1%	-8.0%	-1%
NS(=O)(=O)c1ccc(NS(=O)(=O)/C=C/c2ccccc2)cc1	/	9%	-1%	-3%	-5%	2%	-3%	-0.9%	-1%	-1.0%	0%
Cc1ncoc1C(=O)Nc1cccc(Cl)c1	i	?	6%	3%	?	-20%	6%	-0.2%	-1%	-2.2%	1%
CSCC[C@H](NC(=O)OC(C)(C)C)c1nnc(SCc2ccc(F)cc2)o1	i	?	2%	-1%	-2%	-23%	-5%	-0.4%	1%	-0.2%	-1%
CC(CN(C)Cc1ccccc1)OC(=O)C1COc2ccccc2O1 (stereo not drawn)	/	7%	/	1%	-10%	6%	-21%	-2.3%	-2%	-9.0%	1%
Cn1ccc(O)c(C#N)c1=O	i	5%	/	2%	-4%	?	-6%[25.6 µM]	1.7%	-2%	-2.4%	-1%
CCOC(=O)N1CCC(NC(=O)c2cc(C(=O)Nc3ccc(F)cc3F)ccc2CO)CC1	/	1%	/	0%	13%	89%	-5%	-0.3%	-2%	-1.8%	-5%
Cn1cc(CC(=O)N2CCN(c3ccc(Cl)cc3)CC2)c2ccccc21	i	13%	0%	-4%	1%	-8%	-10%	-2.4%	-1%	1.3%	-3%
Cc1cccc(C)c1NC(=O)C(c1ccccc1)N1CCN(C(=O)c2ccco2)CC1 (stereo not drawn)	i	11%	18%	3%	0%	3%	-6%	0.5%	0%	-0.8%	4%
CCOC(=O)C1=C(C)Nc2nc3ccccc3n2C1c1ccncc1 (stereo not drawn)	i	10%	13%	-2%	-3%	-9%	14%	1.1%	-2%	-2.9%	1%
CC(C)OC(=O)CN1C(=O)C(C)(C)Oc2ccc(C(=O)NC3CC3)cc21	i	5%	/	-8%	1%	-14%	17%	0.0%	1%	-1.8%	-1%
Cc1cnc(CNc2ccnc(-c3ccoc3)n2)cn1	i	26%	4%	-5%	-23%	42%	-19%	0.4%	-6%	1.1%	-11%
O=C(Nc1nsc(-c2ccccc2)n1)c1cccs1	i	18%	14%	0%	-1%	-9%	1%	-1.9%	1%	2.6%	0%
COc1cccc(CNC(=O)C2CCN(S(=O)(=O)c3ccc4c(c3)CCC(=O)N4)CC2)c1	/	-6%	/	-4%	7%	-6%	-10%	-0.8%	1%	1.3%	-4%
COc1ccc2c(c1)-c1nc(NC(=O)c3ccco3)sc1CC2	i	-16%	7%	1%	-20%	31%	0%	-0.5%	-4%	-2.1%	-8%

Exported comma-delimited: part of the list above
smiles,Rhodamine fluor,HEK293 cAMP ctrl,USP2a inh,Pol III holo inh,HADH2 inhib,Tau fil binding,15-hLO inh,BRCT inh red,Caspase-1 inhib,BRCT inh green,Casp7 inh
CCOC(=O)C1=C(C)Nc2nc3ccccc3n2C1c1ccncc1 (stereo not drawn),i,10%,13%,-2%,-3%,-9%,14%,1.1%,-2%,-2.9%,1%
CC(C)OC(=O)CN1C(=O)C(C)(C)Oc2ccc(C(=O)NC3CC3)cc21,i,5%,/,-8%,1%,-14%,17%,0.0%,1%,-1.8%,-1%
Cc1cnc(CNc2ccnc(-c3ccoc3)n2)cn1,i,26%,4%,-5%,-23%,42%,-19%,0.4%,-6%,1.1%,-11%

Going on with the list.
SMILES	Rhodamine fluor	HEK293 cAMP ctrl	USP2a inh	Pol III holo inh	HADH2 inhib	Tau fil binding	15-hLO inh	BRCT inh red	Caspase-1 inhib	BRCT inh green	Casp7 inh
COc1ccccc1OCCSc1nnc(C)n1-c1ccccc1	i	17%	2%	12%	-11%	-13%	-22%	2.0%	-7%	2.4%	-5%
CC1(C)Oc2ccc(C(=O)N3CCc4ccccc43)cc2N(CC(=O)N2CCCC2)C1=O	i	-23%	14%	-4%	4%	-4%	0%	-0.1%	2%	1.0%	-1%
Cc1cc(=O)[nH]c(SCn2nnc3ccccc3c2=O)n1	i	2%	-1%	-8%	6%	8%	7%	1.1%	4%	-1.5%	1%
CCOC(=O)c1c2n(c3ccc(O)cc13)CCC2	i	11%	0%	-2%	7%	-22%	-5%	-0.3%	2%	-1.2%	0%
Cc1cc(C(=O)N2CCc3ccccc32)c2ccccc2n1	i	21%	9%	-4%	5%	-10%	-7%	-0.3%	-2%	1.8%	-1%
O=C(C1CCC1)N1CCc2cc(S(=O)(=O)Nc3ccc4c(c3)OCCO4)ccc21	i	?	-6%	0%	1%	44%	1%	-0.4%	-3%	-0.5%	-4%
O=S(=O)(c1ccccc1)N1CCC2(CCN(c3ccc(-c4ccccc4)cc3)CC2)CC1	i	10%	128%[activator]	-4%	-1%	9%	1%	-0.6%	-5%	-0.8%	-1%
Cn1c(=O)c2cc(S(=O)(=O)NCCC(=O)Nc3ccccc3F)ccc2n(C)c1=O	i	-1%	-2%	0%	1%	3%	5%	-0.6%	1%	-0.5%	-1%
O=C(CCN1C(=O)c2ccccc2C1=O)Nc1ccc(F)cc1	/	-4%	/	-3%	-4%	2%	0%	-1.8%	1%	-0.5%	-3%
COc1ccccc1NC(=O)CC1Nc2ccccc2NC1=O (stereo not drawn)	i	?	3%	-8%	7%	?	-2%	0.2%	1%	-1.1%	1%
Cc1onc(-c2ccccc2)c1C(=O)NC(CC(=O)O)c1ccc(OC(C)C)cc1 (stereo not drawn)	i	5%	-3%	-1%	-1%	10%	12%	-1.4%	2%	-1.2%	1%
Cc1cc(C)nc(-n2nc(C)cc2Nc2ccccc2)n1	i	14%	23%	-7%	3%	56%	21%	-1.7%	-1%	-1.2%	0%
COc1cccc(-n2c(C)nc3c(cnn3-c3ccc(C)cc3)c2=O)c1	i	?	17%	1%	0%	15%	-3%	-2.6%	0%	0.4%	0%
CCC(C)NC(=O)c1c(N)n(/N=C/c2ccccn2)c2nc3ccccc3nc12 (stereo not drawn)	i	19%	29%	2%	-27%	-4%	-8%	0.2%	-8%	-2.0%	-5%
CC(=O)c1cccc(NC(=O)NC2CCCCC2)c1	/	18%	3%	0%	13%	-25%	?	1.0%	0%	-1.7%	-3%
COc1cc2c(cc1OC)CN(c1ccc(-c3ccccc3OC)nn1)CC2	i	9%	11%	-2%	-26%	-3%	-29%	0.0%	-5%	4.0%	0%
CCOc1ccc(Cc2nccc3cc(OCC)c(OCC)cc23)cc1OCC	i	?	27%	-4%[25.6 µM]	-5%[25.6 µM]	0%[25.6 µM]	-29%	-2.1%	-2%	-0.6%[3.08 µM]	1%
O=C(COc1ccc(S(=O)(=O)N2CCOCC2)cc1)Nc1ccc2c(c1)OCCO2	i	-1%	12%	-4%	14%	1%	-2%	-0.4%	-1%	-0.2%	-1%
CC(C)(C)c1cc(O)c(C(C)(C)C)cc1O	/	0%	/	0%	5%	?	?	-1.1%	3%	-1.8%	0%
CCOc1cc(C)c(Cl)cc1S(=O)(=O)N1CCCC1	i	3%	12%	-3%	7%	8%	5%	0.3%	-3%	-1.0%	-1%
CSc1ccccc1NC(=O)c1cnc2scc(C)n2c1=O	/	4%	/	-4%	-8%	31%	-30%	0.6%	-2%	3.9%	0%
COc1ccc(C(=O)N2CCC3(CCN(Cc4cc(C(F)(F)F)cc(C(F)(F)F)c4)CC3)CC2)cc1	i	28%	17%	-11%	-7%	-10%	-7%	-1.2%	-6%	0.8%	-2%
Cc1onc(-c2ccccc2Cl)c1C(=O)N1CCc2ccccc21	/	?	19%	5%	3%	-7%	-5%	-0.3%	-3%	-1.7%	-1%
